bCat nuc transl: alters nuclear translocation of beta-catenin in HeLa cells | immunofluorescence imaging | nuclear translocation activity, % at 5 µM | 190,000 tested, 0.3% active | AID 1665;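 active = nuclear translocation activity above 50% at 5 µM, with a well cell count of 50 or more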;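 note: per-cell ratio of nuclear to cytoplasmic median beta-catenin stain intensity; plate controls were DMSO negative control for no effect and GSK-3 inhibitor IX positive control for full effect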
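test system = HeLa cells, endogenous beta-catenin | dosing = single 5 µM dose plus 0.02–20 µM confirmation series | times = compound treatment 24 h, 37°C, 5% CO2 | technique = beta-catenin immunofluorescence imaging with DAPI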
RSV CPE inhibition: inhibition of RSV-induced cytopathic effect – HEp-2 cells, primary 10 µM value included (AID 2391); HEp-2 cells, RSV-induced CPE inhibition; higher % means a stronger effect; CPE inhibition, % at 10 µM, or IC50 in µM where a hit was titrated; 310,000 tested, 0.13% active; in the data active = a potency from the dose series; note: strong numbers were not always called active
T cell HTS: T cell immune modulation candidate; 330,000 tested, 0.068% active; calls only at 7 µM; 2C CD8+ T cell-vesicle binding, flow cytometry; hits give low values;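 active = response, share of CD8 T cells binding vesicles, and their 90th percentile fluorescence all below set limits, cut at about 80% in these data, passing the limit was not always enough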
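Also added: QL9-peptide-loaded Drosophila micro-vesicles bearing Ld, ICAM-1 and B7-1; Test system: purified 2C TCR transgenic mouse naive CD8+ T cells; Measured by: cytometric PE anti-B7-1 and Alexa647 anti-CD8 signals after 1% paraformaldehyde fixation; Timing: binding step 1.5 h, 37 °C, antibody labelling 20 min, ice.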
Salmonella PhoP GFP: PhoP-dependent GFP reporter repression – Salmonella Typhimurium, primary screen (AID 1863). S. Typhimurium PhoP-regulated promoter GFP reporter, 4 h; higher % means a stronger effect. inhibition, % at 50 µM; hits with a dose series show IC50 in µM. 300,000 tested, 0.16% active;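 active = inhibition over 29.93%, a cutoff 3 SD above the screen mean, later confirmed by dose response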;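 note: 0% = low Mg2+ inducing control and 100% = high Mg2+ repressing control; strong numbers were not always called active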
Large T inhibition: SV40 large T antigen inhibitors, biochemical (AID 1903); 310,000 tested, 0.39% active; inhibition, % at 20 µM; hits with a dose series show IC50 in µM; SV40 large T antigen ATPase/helicase inhibition assay; higher % means a stronger effect; in the data active = a potency from the dose series; note: strong numbers were not always called active
Myeloid diff MLP: myeloid differentiation induction. 360,000 tested, 1% active. calls only at 10 µM. ER-HoxA9 myeloid progenitors, lysozyme-GFP differentiation, flow cytometry;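 active = normalized GFP-positive differentiation at or above the plate's own cutoff, the solvent-only control mean plus 3 SD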;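 note: cells exposed to compound for four days before flow analysis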
MgcRacGAP inhibition: MgcRacGAP GTPase-activating activity inhibitors, confirmation, biochemical, ADP Hunter fluorescence; MgcRacGAP-stimulated Rac1 GTP hydrolysis, ADP Hunter fluorescence; higher % means a stronger effect; GST-tagged Rac1 F28L mutant substrate; 340,000 tested, 0.6% active; inhibition, % at 30 µM; hits with a dose series show IC50 in µM;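 active = first-screen hits whose inhibition reached a set limit at any dose in the follow-up dose series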;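 note: fluorescence reports GDP produced by GAP-driven GTP hydrolysis; strong numbers were not always called active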
WT yeast gro inh: growth inhibition of WT yeast, mitochondrial fusion screen. AID 1362. inhibition, % at 10 µM. mitochondrial fusion phenotypic screen, WT strain. 190,000 tested, 2.1% active; in the data active = inhibition above about 58%; tested in S. cerevisiae
West Nile virus CPE: inhibition of WNV-induced cytopathic effect – cell-based, CPE readout (AID 1621) | West Nile virus-infected cells, CPE inhibition; higher % means a stronger effect | CPE inhibition, % at 10 µM, or IC50 in µM where a hit was titrated | 290,000 tested, 0.02% active; in the data active = a potency from the dose series; note: strong numbers were not always called active
WT yeast gro inh mutant strain: second read-out of WT yeast gro inh, no call of its own (marks repeat the call); inhibition, %; mitochondrial fusion phenotypic screen, mutant strain inhibition
bCat nuc transl cell count 5 µM: further read-out of bCat nuc transl, marked with its call; cell count; measured here: cell count, cytotoxicity flag
T cell HTS vesicle-bound %: recorded beside T cell HTS, whose call it bears; double positive events, %; measured here: CD8+ vesicle-bound cell fraction;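 binding gate set so that unloaded-vesicle control wells show 10% double positive cells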
Myeloid diff MLP GFP+ MAC1+ %: further read-out of Myeloid diff MLP, marked with its call; GFP+ MAC1+ double positive, %; measured here: differentiation confirmed by MAC1 staining
* hit, by the source's call; i = inactive; x = not tested or not shown; & = joins results of further samples.

SMILES	bCat nuc transl	bCat nuc transl cell count 5 µM	RSV CPE inhibition	T cell HTS	T cell HTS vesicle-bound %	Salmonella PhoP GFP	Large T inhibition	Myeloid diff MLP	Myeloid diff MLP GFP+ MAC1+ %	MgcRacGAP inhibition	WT yeast gro inh	WT yeast gro inh mutant strain	West Nile virus CPE
CCCCSC(=S)N(C)C1CCS(=O)(=O)C1 (centres undefined)	-0.1	1348	0.5%	i	23	10%	1%	i	0.4	18%	-4	-8	-0.4%
CCN(CC)C(=O)CSC1=N/C(=C/c2ccco2)C(=O)N1c1ccc(OC)c(Cl)c1	-1.7	1227	0.7%	i	29	4%	15%	i	1.3	9%	-2	7	1.0%
CCOC(=O)C1=C(COCCN)NC(C)=C(C(=O)OC)C1c1ccccc1Cl (centres undefined)	x	x	-1.4%&1.4%&3.9%	i	24&28&8	-7%&-2%&-2%	12%&12%&20%	i	1.8&0.8&0.8	4%&5%&-3%	x	x	0.9%
CC(C)OCCCNC(=O)c1cccc2c1C(=O)c1ccc(Cl)cc1S2(=O)=O	x	x	0.6%	i	41	x	x	i	0.2	13%	x	x	x
Cc1onc(-c2ccccc2)c1-c1nnc(CN2CCN(S(=O)(=O)c3ccccc3F)CC2)o1	x	x	0.2%	i	21	x	x	i	0.4	9%	x	x	x
O=C(NCc1ccccn1)c1nc(Cn2cc([N+](=O)[O-])cn2)no1	x	x	1.9%	i	13	-4%	5%	i	0.0	1%	x	x	-1.0%
O=C1CCC(C(=O)Nc2cccc(Br)c2)N1 (centres undefined)	x	x	0.2%	i	68	10%	7%	i	0.3	12%	x	x	0.3%
CCCc1c(C(=O)N/N=C(\C)c2ccc(O)cc2)nnn1-c1nonc1N	x	x	0.9%	i	8	8%	11%	i	0.0	8%	x	x	-0.6%
O=C(Nc1ccccc1Cl)N1CCn2c(nc3ccccc32)C1	x	x	1.9%	i	54	3%	0%	i	0.2	5%	5	6	0.3%
Cc1ccc(SCc2cc(=O)[nH]c(Nc3nc(C)c4ccccc4n3)n2)cc1	1.3	501	4.2%	i	10	-1%	18%	i	0.3	0%	21	10	-0.3%
CC1CC(C)CN(C(=O)c2cc(-c3ccncc3)nc3ccccc23)C1 (centres undefined)	x	x	-1.9%	i	38	13%	15%	i	1.1	7%	x	x	x
Cc1ccc(N2CC(C(=O)NCc3ccc4c(c3)OCO4)CC2=O)cc1C (centres undefined)	-0.4	1019	-0.8%	i	14	0%	-4%	i	1.6	3%	6	12	-1.2%
Cc1cccc(CC(=O)NCCS(=O)(=O)N2CCN(c3cccc(Cl)c3)CC2)c1	x	x	2.5%	i	35	-5%	9%	i	1.0	11%	x	x	x
CNC(=O)c1c(NC(=O)CS(=O)(=O)c2ccccc2)sc(C)c1C	x	x	2.0%	i	43	-5%	16%	i	0.2	3%	x	x	x
Cc1nnc2ccc(-c3ccc(NS(=O)(=O)c4ccc(F)cc4F)cc3)nn12	x	x	2.1%	i	14	-5%	19%	i	0.5	2%	x	x	x
Cc1ccccc1NC(=O)CNC(=O)c1ccc(C(F)(F)F)cc1	-0.2	1005	1.3%	i	51	5%	21%	i	0.2	1%	-13	4	-0.2%
N/C(=N\c1nc2ccccc2o1)NC(=O)c1ccc(Cl)cc1	0.6	941	-1.1%	i	21	9%	-4%	i	0.6	9%	5	-25	0.0%
Fc1ccc(-c2ccc(/C=N/n3cnnc3)o2)cc1	x	x	2.6%	i	31	8%	4%	i	0.5	10%	x	x	-0.3%
CN(C)S(=O)(=O)c1ccc(C(=O)OCC(=O)NC(=O)NCc2ccccc2)cc1	0.8	1138	3.0%	i	12	24%	-5%	i	1.0	2%	-3	5	-0.2%
COc1ccc(CNC(=O)N2CCN(S(=O)(=O)c3ccc(C)cc3C)CC2)cc1	x	x	4.0%	i	25	1%	13%	i	0.9	6%	x	x	-0.7%

Nine entries out of the list, arranged by SMILES length, high to low.
SMILES	bCat nuc transl	bCat nuc transl cell count 5 µM	RSV CPE inhibition	T cell HTS	T cell HTS vesicle-bound %	Salmonella PhoP GFP	Large T inhibition	Myeloid diff MLP	Myeloid diff MLP GFP+ MAC1+ %	MgcRacGAP inhibition	WT yeast gro inh	WT yeast gro inh mutant strain	West Nile virus CPE
Cc1onc(-c2ccccc2)c1-c1nnc(CN2CCN(S(=O)(=O)c3ccccc3F)CC2)o1	x	x	0.2%	i	21	x	x	i	0.4	9%	x	x	x
CN(C)S(=O)(=O)c1ccc(C(=O)OCC(=O)NC(=O)NCc2ccccc2)cc1	0.8	1138	3.0%	i	12	24%	-5%	i	1.0	2%	-3	5	-0.2%
COc1ccc(CNC(=O)N2CCN(S(=O)(=O)c3ccc(C)cc3C)CC2)cc1	x	x	4.0%	i	25	1%	13%	i	0.9	6%	x	x	-0.7%
Cc1nnc2ccc(-c3ccc(NS(=O)(=O)c4ccc(F)cc4F)cc3)nn12	x	x	2.1%	i	14	-5%	19%	i	0.5	2%	x	x	x
O=C(NCc1ccccn1)c1nc(Cn2cc([N+](=O)[O-])cn2)no1	x	x	1.9%	i	13	-4%	5%	i	0.0	1%	x	x	-1.0%
Cc1ccc(N2CC(C(=O)NCc3ccc4c(c3)OCO4)CC2=O)cc1C (centres undefined)	-0.4	1019	-0.8%	i	14	0%	-4%	i	1.6	3%	6	12	-1.2%
CC1CC(C)CN(C(=O)c2cc(-c3ccncc3)nc3ccccc23)C1 (centres undefined)	x	x	-1.9%	i	38	13%	15%	i	1.1	7%	x	x	x
Cc1ccccc1NC(=O)CNC(=O)c1ccc(C(F)(F)F)cc1	-0.2	1005	1.3%	i	51	5%	21%	i	0.2	1%	-13	4	-0.2%
O=C1CCC(C(=O)Nc2cccc(Br)c2)N1 (centres undefined)	x	x	0.2%	i	68	10%	7%	i	0.3	12%	x	x	0.3%

Further records follow:
SMILES	bCat nuc transl	bCat nuc transl cell count 5 µM	RSV CPE inhibition	T cell HTS	T cell HTS vesicle-bound %	Salmonella PhoP GFP	Large T inhibition	Myeloid diff MLP	Myeloid diff MLP GFP+ MAC1+ %	MgcRacGAP inhibition	WT yeast gro inh	WT yeast gro inh mutant strain	West Nile virus CPE
Cc1onc(-c2c(Cl)cccc2Cl)c1C(=O)Nc1c(C)n(C)n(-c2ccccc2)c1=O	-3.6	939	x	x	x	4%	4%	i	1.5	1%	-17	-9	0.2%
Cc1cc(OC(=O)c2ccc(C(F)(F)F)cc2)c([N+](=O)[O-])c(=O)[nH]1	x	x	4.2%	i	49	x	x	i	0.9	5%	x	x	0.4%
COc1cccc(N2CCN(C(=O)c3ccc(CS(=O)Cc4ccccc4Cl)o3)CC2)c1 (centres undefined)	x	x	8.8%	i	46	-1%	4%	i	4.2	10%	x	x	-0.1%
Cc1ccccc1CS(=O)(=O)Cc1ccc(C(=O)NCc2ccco2)o1	5.6	1371	1.3%	i	51	-5%	17%	i	0.8	9%	6	12	x
O=C(NCC12CC3CC(CC(C3)C1)C2)c1nn2c(c1Cl)NC(c1ccco1)CC2C(F)(F)F (centres undefined)	-1.9	756	-1.4%	i	12	19%	-3%	i	0.3	10%	23	8	x
CN(C)c1cccc2c(S(=O)(=O)N3CCOCC3)cccc12	-5.0	1238	1.8%	i	40	-5%	24%	i	0.7	6%	12	11	-0.8%
CN(C)S(=O)(=O)c1ccc(C(=O)NCc2ccccc2)cc1	-4.5	964	-0.4%	i	26	5%	11%	i	0.9	6%	2	16	0.1%
O=C(CSc1n[nH]c(-c2ccccc2Cl)n1)NC1CCCCC1	x	x	0.4%	i	18	2%	-3%	i	0.6	1%	x	x	-0.6%
COc1ccccc1N1CCN(C2CCN(C3CCC(c4ccccc4)CC3)CC2)CC1 (centres undefined)	1.6	1096	-4.6%	i	24	4%	0%	x	x	x	12	32	0.5%
NC(=O)C1CCN(C(=O)CCNS(=O)(=O)c2ccccc2F)CC1	x	x	0.7%	i	39	x	x	i	0.6	10%	x	x	x
COc1ccccc1NC(=S)NCCc1ccc(Cl)cc1	0.5	1246	0.1%	i	49	-2%	8%	i	0.0	-1%	-1	9	-0.6%
COc1ccc(Cl)cc1-n1c(N)c(C(N)=O)sc1=S	0.6	1427	1.1%	i	46	-7%	-1%	i	9.9	10%	-10	-11	0.2%
Cc1ccc(-c2[nH]c3ccccc3c2SCCNC(=O)c2cc3ccccc3oc2=O)cc1	-2.5	545	13%	i	21	1%	5%	i	1.4	6%	10	-13	0.0%
C=CC[n+]1c(-c2ccc(Cl)cc2Cl)csc1Nc1c(C)n(C)n(-c2ccccc2)c1=O	2.6	1442	8.5%	i	52	3%	7%	i	0.3	6%	24	7	-1.3%
O=C(NNC(=O)c1ccccc1[N+](=O)[O-])c1cnccn1	-2.1	1084	-0.2%	i	47	-4%	2%	i	5.4	-1%	-2	-10	0.3%
O=C(NC(Cc1ccccc1)C(=O)O)NC12CC3CC(CC(C3)C1)C2 (centres undefined)	x	x	0.6%	i	56	0%	9%	i	0.4	-1%	x	x	1.9%
COc1ccc(NC(=O)CC2Oc3ccc(C)cc3NC2=O)cc1 (centres undefined)	x	x	0.7%	i	42	15%	3%	i	2.0	10%	-8	-13	-0.2%
CCN(CC)CCn1c(O)c(N=O)c2ccccc21	-1.9	741	1.2%	i	31	8%	0%	i	6.2	2%	-4	-5	2.4%
CC(=O)Nc1ccc(SCc2csc(C)n2)cc1	x	x	0.7%	i	10	-5%	15%	i	1.2	10%	x	x	0.8%
Cc1ccc(S(=O)(=O)Nc2nc(C)c(NC(=O)Nc3ccc(Cl)cc3Cl)s2)cc1	-0.2	1328	-0.1%	i	32	-8%	3%	i	1.0	2%	7	20	0.6%
C/C(=N\N(C)C)C1=C(O)c2ccccc2C1=O	-2.0	584	1.5%	i	44	-36%	6%	i	0.6	6%	-9	-18	-0.4%
O=S(NC1CCCCC1)C12CC3CC(CC(C3)C1)C2 (centres undefined)	1.5	1081	1.9%	i	40	20%	1%	i	5.9	6%	19	19	-0.9%
CCN(CC)C(=O)CSc1nnc(CNc2ccc(F)cc2)n1-c1ccccc1	0.4	1097	3.0%	i	46	3%	0%	i	5.8	2%	-7	3	-0.6%
O=C(O)c1ccc(NC(=S)NC(NC(=O)c2ccco2)C(Cl)(Cl)Cl)cc1 (centres undefined)	x	x	-0.5%	i	20	-3%	23%	i	0.6	6%	10	18	-0.2%
CCOC(=O)C1=C(COC(=O)COc2ccc(C#N)cc2)NC(=O)NC1C (centres undefined)	x	x	1.5%	i	54	4%	15%	i	5.0	10%	x	x	0.2%
O=C(c1c(F)cccc1F)N1CCN(c2ncc(Br)cn2)CC1	x	x	1.2%	i	12	2%	-1%	i	0.8	4%	x	x	-1.0%
O=C(Nc1ccc2c(c1)OCO2)c1ccc(Br)o1	x	x	-0.8%	i	33	16%	3%	i	1.5	6%	18	14	0.2%
